From PubChem BioAssay
PTAP TSG101 blk: blocks PTAP/TSG101 interaction to inhibit HIV-1 budding | Q99816 | Fluorescence polarization, FITC-PTAP peptide / Tsg101 binding | Potency, µM (series often up to 115 µM), without a hit: top-dose activity change, negative = inhibition, usual class: inhibitors | 340,000 tested, under 10 active; active = well fitted inhibition curve with a large enough effect in the main read-out, with a control signal flat, not every such curve was filed as active; inconclusive = small, poorly fitted or top-dose-only effect, or effect the other way, or a change in a side signal; inactive = no such curve, though single readings can be large or run the other way; also: potency is read from the fitted curve at half-maximal effect; % of control where 0% means no effect
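Fluorescence anisotropy tracks displacement of a FITC-tagged PTAP peptide (50 nM) from the Tsg101 binding domain (10 uM), following a 20 min room-temperature incubation at pH 7.5.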
B2AR arrestin: recruits beta-arrestin to the human beta2-adrenergic receptor; P07550; 0.02% of 330,000 active; beta-arrestin recruitment to beta2AR, cell-based reporter; Potency, µM (doses to about 46.1 µM), inactives show at the top dose activation, most hits filed as activators; AID 492947;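 also: potency is read from the fitted curve at half-maximal effect; 0% = DMSO controls and full agonism = EC100 isoproterenol or metaproterenol; nearly all actives have a fitted effect of over 65% in size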
TCR act: activators of T cell receptors; primary human leukocytes, anti-CD3, IL-2 HTRF, 48 h; 330,000 tested, under 10 active; Potency, µM (titrated, usually from 9.22 µM), for inactives: at the top dose activation of IL-2 secretion, usual class: activators; also: % of control where 0% means no effect
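IL-2 produced over 48 hr by a-CD3 bead-stimulated primary human leukocytes exposed to compounds was detected with a homogeneous time-resolved FRET immunoassay, 665nm acceptor signal after 320nm excitation.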
Integrin act MD: integrin-mediated muscular dystrophy alleviation activation | alpha7betagal myoblasts, beta-gal FDG fluorescence, 48 h | Potency, µM (doses to about 38.3 µM), for the others: at the top dose activation, usual class: activators | 0.064% of 350,000 active;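 also: potency is read from the fitted curve at half-maximal effect; 100% = response of the positive control SU9516; nearly all actives have a fitted effect of over 60% in size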
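alpha7betagal+/- myoblasts (passage 13, 250/well) treated 48 h at 37C with compounds at 1:260 dilution of DMSO stock. Lysed, then beta-galactosidase activity read as FDG fluorescence (ex 480/em 540) after 30 min, with pre-read for autofluorescence.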
ELG1 repair inh: blocks ELG1-dependent DNA repair in HEK293T cells; HEK293T ELG1-luciferase reporter, luminescence, 16 h; DNA damage induced by 5-fluorouridine; Potency, µM (series often up to 46.1 µM), inactives show top-dose activity change, negative = inhibition, usual class: inhibitors; 2.3% of 330,000 active; also: potency is read from the fitted curve at half-maximal effect; % is scaled to controls: 0 for no effect and ±100 for the full control effect; nearly all actives have a fitted effect of over 55% in size
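Overnight (16 hr) co-exposure of 2,000 cells/well to 5-fluorouridine and compound at 37 °C preceded detection. Luciferase was quantified via ONE-Glo luminescence; loss of signal denotes inhibition.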
p53 reactivator: restores transcriptional activity of mutant p53. 0.063% of 320,000 active. Potency, µM (series often up to 92.2 µM), for the others: top-dose activity change, positive = activation, hits mostly activators. H1299 p53-A138V BP100-luciferase reporter, luminescence, 24 h. AID 504706; also: potency is read from the fitted curve at half-maximal effect; % of control where 0% means no effect; nearly all actives have a fitted effect of over 45% in size
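p53-null H1299 cells stably carrying temperature-sensitive p53-A138V and a BP100-luciferase reporter were pinned with compounds (4-point, 1:5 series) and held 24 hrs at 37 deg C. Luminescence was read 10 min after detection reagent.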
TRPV1 agonist: agonists of human vanilloid receptor 1 (TRPV1) | TRPV1-expressing cells, Fluo-8 calcium influx, agonist mode | Q8NER1 | AID 540275 | 0.19% of 320,000 active | activation, % at 8.33 µM; in the data active = activation above about 80%; inconclusive = between about 30% and that limit; also: 0% is about no effect
Target sequence (Q8NER1 whole entry, looked up): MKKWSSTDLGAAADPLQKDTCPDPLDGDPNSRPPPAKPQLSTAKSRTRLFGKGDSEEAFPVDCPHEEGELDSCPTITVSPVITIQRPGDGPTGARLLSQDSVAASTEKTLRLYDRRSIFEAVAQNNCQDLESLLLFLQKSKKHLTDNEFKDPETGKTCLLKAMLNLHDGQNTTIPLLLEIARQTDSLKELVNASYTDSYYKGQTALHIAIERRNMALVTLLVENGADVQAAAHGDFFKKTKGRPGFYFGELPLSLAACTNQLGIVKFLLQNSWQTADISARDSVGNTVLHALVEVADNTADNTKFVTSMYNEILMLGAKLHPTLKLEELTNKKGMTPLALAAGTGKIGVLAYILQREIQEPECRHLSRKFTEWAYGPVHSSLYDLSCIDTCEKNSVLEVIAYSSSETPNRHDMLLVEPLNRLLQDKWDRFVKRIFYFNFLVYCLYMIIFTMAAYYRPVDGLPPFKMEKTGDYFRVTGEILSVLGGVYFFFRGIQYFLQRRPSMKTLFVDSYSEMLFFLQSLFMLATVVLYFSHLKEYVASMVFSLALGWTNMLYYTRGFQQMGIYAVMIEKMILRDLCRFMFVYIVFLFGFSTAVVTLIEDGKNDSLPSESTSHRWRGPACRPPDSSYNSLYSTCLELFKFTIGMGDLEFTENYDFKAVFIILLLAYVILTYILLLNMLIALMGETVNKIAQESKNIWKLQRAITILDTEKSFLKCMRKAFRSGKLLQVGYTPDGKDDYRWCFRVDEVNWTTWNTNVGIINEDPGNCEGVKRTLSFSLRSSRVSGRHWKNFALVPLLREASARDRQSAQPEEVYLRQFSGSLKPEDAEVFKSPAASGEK
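Fluo-8 calcium influx in TRPV1-expressing cells, kinetic read (ex 480/em 520 nm). Compound added and read 3 min for agonist activity, followed by capsaicin at EC20 final and 2 min further read for enhancement.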
BRCA1 expr act: activators of BRCA1 expression; MCF7-BRCA1-FFLuc reporter, luminescence, 48 h; response scale: scaled: vehicle 0%, 10 µM genistein 100%; Potency, µM (series often up to 46.1 µM), without a hit: top-dose activation, most hits filed as activators; 1.1% of 380,000 active; AID 624202; also: potency is read from the fitted curve at half-maximal effect; nearly all actives have a fitted effect of over 80% in size; some results filed as inactive show a strong effect at the top dose
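Reporter cells (MCF7, BRCA1 promoter-firefly luciferase) received library compounds across a concentration series for 48 h. End-point luminescence was measured and concentration-effect curves derived after normalization.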
AT treatment: potential ataxia-telangiectasia treatment | Potency, µM (series often up to 57.5 µM), for inactives: at the top dose activation, most hits filed as activators | 0.19% of 320,000 active | […] A-T fibroblasts, KAP-1 phosphorylation AlphaLISA; neocarzinostatin DNA damage 30 min before lysis | AID 485349; also: potency is read from the fitted curve at half-maximal effect; % of control where 0% means no effect; nearly all actives have a fitted effect of over 45% in size
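ATM-like activity read as KAP-1 phosphorylation via AlphaLISA donor/acceptor antibody pairs after lysis and 6 hr at 25C. Cells were ATM-null patient fibroblasts ([…], hTERT), dosed 60 min, then exposed to the DSB inducer NCS for 30 min.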
MLL CXXC-DNA inh: inhibitors of human MLL CXXC domain-DNA interaction; Q03164; MLL-CXXC / FITC-HOXA9 DNA fluorescence polarization; Potency, µM (top dose mostly 115 µM), inactives show top-dose activity change, negative = inhibition, actives largely listed as inhibitors; 0.037% of 290,000 active; active = well fitted inhibition curve with a large enough effect in the polarisation, with a control signal flat, not every such curve was filed as active; inconclusive = small, poorly fitted or top-dose-only effect, or effect the other way, or a change in a side signal; inactive = no such curve, though single readings can be large or run the other way; the % refers to the polarisation; also: potency is read from the fitted curve at half-maximal effect
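Purified MLL-CXXC (added from a 7 uM solution) was preincubated 5 min at ambient with pinned compounds in 50 mM Tris-HCl pH 7.5, 50 mM NaCl, 1 mM DTT, 0.05% BSA. Fluorescein-labeled HOX-A9 DNA (50 nM solution) followed, 30 min, then polarization read.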
* hit, by the source's call; [ ] = remark or other dose. Unless noted, calls follow the shape of the dose curve; as a rule, active = well fitted curve in the direction sought with a large enough effect; inconclusive = small, poorly fitted or top-dose-only effect, or another doubt; inactive = no such curve, though single readings can be large; an effect the other way counts as inactive or inconclusive.

Results for CC1CC=C(O)C12OCC(C)(C)CO2 (stereo not given) ?
PTAP TSG101 blk: 5%; TCR act: -2%; Integrin act MD: 13%; BRCA1 expr act: 1%

Results for O=C(NC1CCCCC1NC(=O)c1ccco1)c1ccco1 (stereo not given) ?
PTAP TSG101 blk: -1%; B2AR arrestin: 0.4%; TCR act: -4%; Integrin act MD: -7%; ELG1 repair inh: 11%; p53 reactivator: 1%; TRPV1 agonist: 1; BRCA1 expr act: -9%; AT treatment: -11%; MLL CXXC-DNA inh: 1%

How did CC1CCCC(C)N1CC(O)COCC1COc2ccccc2O1 (stereo not given) do in these assays?
PTAP TSG101 blk: 1%; B2AR arrestin: -0.7%; TCR act: -17%; Integrin act MD: -1%; ELG1 repair inh: -6%; p53 reactivator: 2%; TRPV1 agonist: -1; BRCA1 expr act: -8%; AT treatment: -2%; MLL CXXC-DNA inh: 2%

Results for O=S(=O)(c1ccc(Br)cc1Cl)N1CCN(CCO)CC1 ?
PTAP TSG101 blk: -7%; B2AR arrestin: 0.1%; TCR act: 5%; Integrin act MD: 33%; ELG1 repair inh: 12%; p53 reactivator: -2%; TRPV1 agonist: 1; BRCA1 expr act: 21%; AT treatment: 10%; MLL CXXC-DNA inh: 1%

Results for COc1ccc(CCNC(=O)Cn2cc(C(F)(F)F)cc(Cl)c2=O)cc1OC ?
PTAP TSG101 blk: 1%; B2AR arrestin: -0.8%; TCR act: 1%[46.1 µM]; Integrin act MD: 12%; ELG1 repair inh: 0%; p53 reactivator: 6%; TRPV1 agonist: 2; BRCA1 expr act: -2%; AT treatment: 4%; MLL CXXC-DNA inh: 1%

Results for Cc1ccccc1Nc1nc(N)nc(COC(=O)C(NC(=O)c2ccco2)C(C)C)n1 (stereo not given) ?
PTAP TSG101 blk: -6%; B2AR arrestin: -0.1%; TCR act: -3%; Integrin act MD: -15%; ELG1 repair inh: -11%; p53 reactivator: -4%; TRPV1 agonist: 4; BRCA1 expr act: 1%; AT treatment: 27%; MLL CXXC-DNA inh: 16%

How did COc1ccccc1NC(=O)CCc1c(C)[nH]c(=O)c(C#N)c1C do in these assays?
PTAP TSG101 blk: 0%; B2AR arrestin: -0.3%; TCR act: -4%; Integrin act MD: -19%; ELG1 repair inh: -1%; p53 reactivator: 4%; TRPV1 agonist: 4; BRCA1 expr act: -26%; AT treatment: -2%; MLL CXXC-DNA inh: 4%

What do the screens show for `CN(C)S(=O)(=O)c1ccc(NC(=O)N2CCOCC2)cc1`?
PTAP TSG101 blk: -4%; B2AR arrestin: 0.1%; TCR act: 3%; Integrin act MD: -12%; ELG1 repair inh: 11%; p53 reactivator: inconclusive; TRPV1 agonist: -3; BRCA1 expr act: -24%; AT treatment: 3%; MLL CXXC-DNA inh: -27%

Results for O=C(NNC(=S)NC(=O)c1ccc(F)cc1)c1cccnc1 ?
PTAP TSG101 blk: 0%; B2AR arrestin: -0.1%; TCR act: 5%; Integrin act MD: 0%; ELG1 repair inh: -16%; p53 reactivator: 12%; TRPV1 agonist: 1; BRCA1 expr act: 15%; AT treatment: -1%; MLL CXXC-DNA inh: 10%

What do the screens show for `CCN(CC)Cc1c(C(=O)N/N=C/c2ccccn2)nnn1-c1nonc1N`?
PTAP TSG101 blk: -3%; B2AR arrestin: -1.7%; TCR act: -7%; Integrin act MD: 5%; ELG1 repair inh: 6%; p53 reactivator: 2%; TRPV1 agonist: 15; BRCA1 expr act: 0%; AT treatment: 9%; MLL CXXC-DNA inh: -3%

How did Cc1ccc(Nc2nc(Cl)c(C=O)s2)cc1Cl do in these assays?
PTAP TSG101 blk: 0%; B2AR arrestin: 0.1%; TCR act: 2%; Integrin act MD: -50%[inhibitor]; ELG1 repair inh: 17%; p53 reactivator: 4%; TRPV1 agonist: 1; BRCA1 expr act: -24%; AT treatment: 12%; MLL CXXC-DNA inh: 33%[activator]

How did Nn1c(SCC(=O)Nc2cccc(Br)c2)nnc1C1CC1 do in these assays?
PTAP TSG101 blk: -4%; B2AR arrestin: -0.1%; TCR act: 0%; Integrin act MD: 0%; ELG1 repair inh: inconclusive; p53 reactivator: -7%; BRCA1 expr act: -2%; AT treatment: 3%

How did O=C(Nc1ccccc1-c1ccccc1)C1CCCN(c2ncccn2)C1 (stereo not given) do in these assays?
B2AR arrestin: 0.2%; Integrin act MD: 15%; ELG1 repair inh: -11%; p53 reactivator: -22%; TRPV1 agonist: 21; BRCA1 expr act: -2%; AT treatment: -5%; MLL CXXC-DNA inh: -1%

How did O=C1C(=O)C(c2ccccc2)C(=O)C1c1ccccc1 (stereo not given) do in these assays?
PTAP TSG101 blk: 0%; TCR act: 4%; Integrin act MD: -35%; BRCA1 expr act: -8%

How did Cc1cc(C(F)(F)F)nn1Cc1ccc(C(=O)NCc2ccco2)o1 do in these assays?
PTAP TSG101 blk: -5%; B2AR arrestin: 0.1%; Integrin act MD: -28%; ELG1 repair inh: inconclusive; p53 reactivator: 12%; TRPV1 agonist: 5; BRCA1 expr act: 6%; AT treatment: 13%; MLL CXXC-DNA inh: -14%

What do the screens show for `COc1ccc(CN(C(=O)c2cnccn2)C(C(=O)NC(C)(C)C)c2cc(OC)c(OC)c(OC)c2)cc1` (stereo not given)?
PTAP TSG101 blk: -4%; B2AR arrestin: -1.4%; TCR act: -6%[46.1 µM]; Integrin act MD: 2%; ELG1 repair inh: -8%; p53 reactivator: -8%; TRPV1 agonist: 1; BRCA1 expr act: -12%; AT treatment: 2%; MLL CXXC-DNA inh: -4%

How did OCC1CCCCN1CC(O)COC(c1ccc(F)cc1)c1ccc(F)cc1 (stereo not given) do in these assays?
PTAP TSG101 blk: -1%; B2AR arrestin: -0.4%; TCR act: 1%; Integrin act MD: -51%[inhibitor]; ELG1 repair inh: 0%; p53 reactivator: -6%; TRPV1 agonist: 2; BRCA1 expr act: -13%; AT treatment: 0%; MLL CXXC-DNA inh: -3%

Results for NS(=O)(=O)c1ccc(CCNC(=O)c2ccco2)cc1 ?
PTAP TSG101 blk: 1%; B2AR arrestin: -1.4%; TCR act: -9%; Integrin act MD: 8%; ELG1 repair inh: -10%; p53 reactivator: 3%; TRPV1 agonist: 1; BRCA1 expr act: -24%; AT treatment: -4%; MLL CXXC-DNA inh: -8%

What do the screens show for `O=C(OCc1cncs1)c1cccs1`?
PTAP TSG101 blk: -7%; B2AR arrestin: -1.0%; TCR act: 3%; Integrin act MD: -18%; ELG1 repair inh: -6%; p53 reactivator: 0%; TRPV1 agonist: -5; BRCA1 expr act: 2%; AT treatment: -7%; MLL CXXC-DNA inh: -11%

What do the screens show for `O=C(Cn1nnc(-c2ccccc2F)n1)Nc1ccc2c(c1)OCO2`?
PTAP TSG101 blk: -3%; B2AR arrestin: -0.9%; TCR act: -4%; Integrin act MD: 14%; ELG1 repair inh: 3%; p53 reactivator: 9%; TRPV1 agonist: 0; BRCA1 expr act: 15%; AT treatment: 3%; MLL CXXC-DNA inh: 3%

Results for COc1cccc(C(=O)Nc2cc(S(=O)(=O)N3CCOCC3)ccc2N2CCOCC2)c1 ?
PTAP TSG101 blk: -10%; TCR act: 9%; Integrin act MD: inconclusive; BRCA1 expr act: -31%

What do the screens show for `O=C(O)c1nn(CC(=O)N2CCN(c3ccccc3)CC2)c(=O)c2ccccc12`?
PTAP TSG101 blk: -3%; B2AR arrestin: 0.1%; TCR act: -1%; Integrin act MD: 4%; ELG1 repair inh: -1%; p53 reactivator: -2%; TRPV1 agonist: 5; BRCA1 expr act: 3%; AT treatment: 8%; MLL CXXC-DNA inh: -8%

How did COc1ccc(C(=O)n2nc(-c3ccc(C)cc3)nc2N)cc1OC do in these assays?
PTAP TSG101 blk: -3%; B2AR arrestin: -0.1%; TCR act: 4%; Integrin act MD: 14%; ELG1 repair inh: 0%; p53 reactivator: -1%; TRPV1 agonist: 8; BRCA1 expr act: -53%; MLL CXXC-DNA inh: 6%

Two compounds drawn at random from the list so far, as already listed:
How did COc1ccc(C(=O)n2nc(-c3ccc(C)cc3)nc2N)cc1OC do in these assays?
PTAP TSG101 blk: -3%; B2AR arrestin: -0.1%; TCR act: 4%; Integrin act MD: 14%; ELG1 repair inh: 0%; p53 reactivator: -1%; TRPV1 agonist: 8; BRCA1 expr act: -53%; MLL CXXC-DNA inh: 6%

How did O=C(Nc1ccccc1-c1ccccc1)C1CCCN(c2ncccn2)C1 (stereo not given) do in these assays?
B2AR arrestin: 0.2%; Integrin act MD: 15%; ELG1 repair inh: -11%; p53 reactivator: -22%; TRPV1 agonist: 21; BRCA1 expr act: -2%; AT treatment: -5%; MLL CXXC-DNA inh: -1%
